# Compound activity as filed in PubChem BioAssay.
# Nrf2 block: Nrf2 qHTS screen for inhibitors; AID 504444, 2011; Potency, µM (titrated, usually from 46 µM), for the others: at the highest dose activity change, negative = inhibition, hits mostly inhibitors; A549 ARE-Fluc reporter, luciferase luminescence, 18-24 h; actives 2.1% (n = 360,000); further: on the % scale 0 is the no-effect control and ±100 the full control effect; nearly all actives have a fitted effect of over 60% in size
#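 In this cell-based qHTS, ARE-driven firefly luciferase in A549 cells reports Nrf2 activity; the luminescent signal after BugLite lysis is the measured value, with a prior CellTiter-Fluor read for cell health.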
# Nrf2 activator: qHTS of Nrf2 Activators. AREc32 ARE-luciferase reporter (MCF7-derived line), luminescence, 24 h. Potency, µM (series often up to 46.1 µM), for the others: top-dose activation, actives largely listed as activators. actives 0.31% (n = 410,000). AID 624171, 2012; further: % of control where 0% means no effect; nearly all actives have a fitted effect of over 65% in size
#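 Luciferase luminescence (Steady-Glo, 30 min at room temperature) served as the read-out of ARE activation in AREc32 cells treated with compounds for 24 hr at 37 deg C.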
# ATXN viability: Viability Counterscreen for Primary qHTS for Inhibitors of ATXN expression | S2 cells (HEK-293 line with an ATXN2-luciferase reporter) viability, CellTiter-Fluor protease fluorescence, 24 h | Potency, µM (series often up to 56.7 µM), actives largely listed as cytotoxic | actives 0.49% (n = 400,000); further: nearly all actives have a fitted effect of over 40% in size
# A549 viability: Nrf2 qHTS screen for inhibitors: counterscreen for cytotoxicity | A549 ARE-Fluc cells, CellTiter-Fluor viability, 18-24 h | Potency, µM (top dose mostly 46 µM), inactives show at the highest dose activity change, negative = cytotoxicity, most hits filed as inhibitors | actives 0.16% (n = 390,000); further: on the % scale 0 is the no-effect control and ±100 the full control effect
#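 Cytotoxicity counterscreen: CellTiter-Fluor fluorescence was measured in A549 ARE_Fluc cells after 18-24 h of compound exposure in a concentration series. The subsequent BugLite luminescent read reports ARE-luciferase activity.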
# ATXN2 expr inh: Primary qHTS for Inhibitors of ATXN expression. AID 1745845, 2022. actives 0.72% (n = 360,000). HEK-293 ATXN2-luciferase reporter, luminescence, 24 h. Potency, µM (series often up to 57 µM), for the others: at the top dose activity change, negative = inhibition, hits mostly inhibitors; further: on the % scale 0 is the no-effect control and ±100 the full control effect; nearly all actives have a fitted effect of over 55% in size
#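 qHTS (up to 57 uM final) was run with 24 h compound exposure of reporter cells at 37 °C. Each well was multiplexed: SteadyGlo luminescence measured ATXN2-luciferase expression after a fluorogenic Gly-Phe-AFC viability readout (25 uM final).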
# HepG2 viability: qHTS for Inhibitors of TGF-b: Cytotox Counterscreen; HepG2 CAGA-GFP viability, ATP luminescence, 18 h; Potency, µM (top dose mostly 46.1 µM), for inactives: at the highest dose activity change, negative = cytotoxicity, usual class: cytotoxic; actives 0.76% (n = 410,000); AID 588856, 2011; further: some results filed as inactive show a strong effect at the top dose
#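 CellTiter-Glo luminescence gave cytotoxicity after 18 hours at 37 degrees C. The cells were HepG2 CAGA-GFP in 1% FBS DMEM, stimulated with 500 pg/mL TGF-beta after compound addition. %Activity was normalised to no-cell wells (complete cell-killing) and DMSO (no toxicity), and curves were fitted and classified.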
# MCF10A rerep: A quantitative high throughput screen for small molecules that induce DNA re-replication in MCF 10a normal breast cells | MCF 10A DNA re-replication, Hoechst nuclear intensity, 48 h | Potency, µM (highest dose often 46.1 µM), for the others: at the top dose activity, positive = re-replication, actives largely listed as activators | actives 2.9% (n = 350,000); further: % of control where 0% means no effect; nearly all actives have a fitted effect of over 50% in size
# TGFb SMAD3 inh: qHTS for Inhibitors of TGF-b | HepG2 CAGA-GFP TGF-b/SMAD3 reporter, GFP fluorescence, 18 h; TGF-beta stimulated, 500 pg/mL final | Potency, µM (titrated, usually from 46.1 µM), for inactives: top-dose activity, negative = inhibition, hits mostly inhibitors | actives 1.2% (n = 410,000) | AID 588855, 2011; further: on the % scale 0 is the no-effect control and ±100 the full control effect; nearly all actives have a fitted effect of over 65% in size
#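 TGF-beta reporter screen: HEPG2 CAGA-GFP, 1% FBS, 500 pg/mL TGF-beta final, 18 h; per-cell GFP summed per well; curves fitted and categorized by class.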
# EPAC2 antag: qHTS for Antagonist of cAMP-regulated guanine nucleotide exchange factor 2 (EPAC2): primary screen; Rap guanine nucleotide exchange factor 4 (Homo sapiens), Q8WZA2; actives 0.18% (n = 360,000); EPAC2 GEF exchange of Rap1B-BODIPY-GDP, fluorescence; Potency, µM (series often up to 114 µM), for inactives: top-dose activity, negative = inhibition, hits mostly inhibitors; further: on the % scale 0 is the no-effect control and ±100 the full control effect; nearly all actives have a fitted effect of over 45% in size; many of its hits are not listed in these tables
# Target sequence (Q8WZA2 whole entry, looked up): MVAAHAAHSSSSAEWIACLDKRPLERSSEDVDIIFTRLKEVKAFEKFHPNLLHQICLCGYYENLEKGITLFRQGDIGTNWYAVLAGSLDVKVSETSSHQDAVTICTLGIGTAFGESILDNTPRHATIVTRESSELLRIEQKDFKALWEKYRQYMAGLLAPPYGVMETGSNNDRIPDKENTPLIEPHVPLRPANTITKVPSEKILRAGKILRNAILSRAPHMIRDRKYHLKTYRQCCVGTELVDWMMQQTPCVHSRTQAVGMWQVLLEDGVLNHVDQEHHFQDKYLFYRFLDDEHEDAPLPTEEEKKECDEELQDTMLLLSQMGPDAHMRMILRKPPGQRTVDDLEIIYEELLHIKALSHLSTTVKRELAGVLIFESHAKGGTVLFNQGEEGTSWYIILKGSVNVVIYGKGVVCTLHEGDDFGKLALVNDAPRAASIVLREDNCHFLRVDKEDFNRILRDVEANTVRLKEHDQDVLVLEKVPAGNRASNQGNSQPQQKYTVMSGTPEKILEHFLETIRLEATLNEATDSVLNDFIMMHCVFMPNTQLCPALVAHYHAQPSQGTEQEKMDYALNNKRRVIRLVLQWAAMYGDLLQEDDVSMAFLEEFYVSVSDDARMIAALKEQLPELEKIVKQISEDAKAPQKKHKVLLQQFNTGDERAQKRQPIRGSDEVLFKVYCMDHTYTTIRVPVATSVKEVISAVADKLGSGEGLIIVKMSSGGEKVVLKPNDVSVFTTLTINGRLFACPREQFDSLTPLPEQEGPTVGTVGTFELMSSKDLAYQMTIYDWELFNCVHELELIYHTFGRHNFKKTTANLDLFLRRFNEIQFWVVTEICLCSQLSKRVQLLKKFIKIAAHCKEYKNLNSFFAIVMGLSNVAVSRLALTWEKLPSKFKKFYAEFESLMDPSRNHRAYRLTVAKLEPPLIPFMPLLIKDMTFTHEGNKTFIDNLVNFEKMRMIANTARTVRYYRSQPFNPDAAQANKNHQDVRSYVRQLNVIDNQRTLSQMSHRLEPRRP
# Numbers without * were called inactive; i = inactive; ? = inconclusive; · = no result given; [ ] = dose if it differs, or a comment. The call rests on the fitted dose curve; in most records, active means well fitted curve in the direction sought with a large enough effect; inconclusive means small, poorly fitted or top-dose-only effect, or another doubt; inactive means no such curve, though single readings can be large; an effect the other way counts as inactive or inconclusive. Potency means the concentration at half of the fitted maximal effect. These rows are one share of the data, so the mix of outcomes need not match the whole.
SMILES | Nrf2 activator | EPAC2 antag | ATXN viability | A549 viability | TGFb SMAD3 inh | HepG2 viability | ATXN2 expr inh | Nrf2 block | MCF10A rerep
COc1ccc(S(=O)(=O)N(C)c2ccc(C(=O)NCc3ccco3)cc2)cc1OC | 0.5% | -1.5% | i | -4.0% | -1.3% | 4.0% | 1.2% | 3.0% | 1.3%
CCCS(=O)(=O)NC(=O)C1(C)CCCN(C(=O)c2nc3ccccc3s2)C1 (configuration not stated) | -0.4% | -8.1% | i | · | 12.9% | 6.0% | 6.6% | · | ·
CCN1CCC(N2CCN(c3ccc(F)cc3)CC2)CC1 | 0.2% | -4.1% | i | -0.1% | 3.6% | -12.9% | -1.8% | 11.5% | -7.3%
CC(=O)Nc1ccc(S(=O)(=O)NCCc2csc(-c3cccnc3)n2)cc1 | 0.2% | 3.2% | i | 1.4% | -12.3% | -17.3% | -7.9% | -7.5% | ?
CC(=O)Nc1ccc(NC(=O)COC(=O)c2cc(S(=O)(=O)N3CCCC3)ccc2O)cc1 | 2.6% | -3.6% | i | 0.8% | -7.9% | -2.2% | 2.6% | -11.1% | -36.0%
CS(=O)(=O)c1ccc(C(=O)OCC(=O)NCC2CCCO2)cc1[N+](=O)[O-] (configuration not stated) | · | · | · | -2.1% | ? | -51.8% | · | -3.0% | ·
COc1ccc(-n2cc(C(=O)O)c3ccccc3c2=O)cc1 | -0.2% | -2.0%[57.1 µM] | i | 13.2% | 8.5% | 1.6% | -5.4% | 10.6% | 2.2%
O=C(c1cc2c(s1)-c1ccccc1OC2)N1CCN(c2ccccn2)CC1 | -0.7% | -2.6% | i | -3.0% | 1.0% | -17.9% | -7.0% | ? | ?
COc1ccccc1OC(=O)c1ccc(S(=O)(=O)N(C)C)cc1 | -0.9% | 1.8% | i | 0.7% | -6.3% | -14.5% | -0.8% | 2.3% | i[0.0737 µM]
CCOc1ccc(-n2ccnc(SCC(=O)NCc3cccc(OC)c3)c2=O)cc1 | 2.9% | 6.8% | i | 3.7% | -2.4% | -31.5% | 9.1% | -5.5% | 3.1%
Cc1cc2cc(CN(Cc3ccc4c(c3)OCO4)C(=O)c3cnccn3)c3nnnn3c2cc1C | -0.1% | -7.3% | i | -7.7% | 0.6% | -32.3% | 0.9% | 12.1% | 6.0%
c1ccc(Nc2nc(-c3ccccn3)cs2)cc1 | ? | -2.2% | i | 0.8% | -36.0% | -26.7% | 122.5%[activator] | ? | 11.6%
CN(C)c1cc(-c2ccc(Br)cc2)oc(=O)c1Cl | 2.0% | 5.3% | ? | -2.5% | 2.5% | -18.8% | -7.2% | ? | -1.0%
Cn1c(=O)c2ccccc2n2c(=S)[nH]nc12 | 0.1% | 1.9% | i | -1.0% | 4.2% | 0.2% | -15.4% | 4.7% | 2.1%
CCc1cccc(NC(=O)CCCN2C(=O)NC(C)(C)C2=O)c1 | -0.1% | -0.6% | i | 1.7% | -2.1% | -10.1% | 5.9% | -1.0% | -0.5%
Cc1ccc(OCc2nnc(SCC(N)=O)n2N)cc1 | 3.3% | 11.3% | i | 0.0% | -20.9% | -10.6% | · | 0.0% | -4.6%
O=C(Nc1ccc2nc(-c3cccnc3)[nH]c2c1)C12CC3CC(CC(C3)C1)C2 | 3.5% | 6.9% | ? | -22.4% | -13.2% | -23.3% | 3.8% | -9.3% | -11.3%
CCCn1[nH]cc(SC)c(=O)c1=O | 0.3% | -0.1% | i | -0.1% | 6.7% | -30.5% | -14.2% | · | 19.4%
CC(C)n1c(=O)c2ccccc2n1S(C)(=O)=O | -0.8% | -1.3% | i | · | · | · | 4.5% | · | ·
Cc1csc(NC(=O)/C=C/c2ccco2)n1 | 1.78µM* | 5.7% | i | -4.1% | -4.6% | -3.7% | 22.6% | ? | ?
O=C(Nc1sc2c(c1C(=O)NC1CCCCC1)CCC2)c1ccco1 | -0.1% | 3.7% | i | 7.5% | 9.4% | -2.1% | -1.5% | · | 20.0%
O=C(CCS(=O)(=O)c1cccc2nonc12)NCCc1ccccc1 | -0.1% | 9.2% | i | -11.3% | -18.1% | -5.6% | 19.0% | 21.4% | ?
Cc1nc2c(C(=O)NCCC(C)C)cnn2c(C)c1Cc1c(F)cccc1Cl | 0.6% | · | i | -0.5% | -12.8% | -24.3% | -3.1% | · | ·
Cc1cc(NCc2ccccc2)nc2ccccc12 | 15.2% | 6.8% | i | 3.7% | 0.0% | -10.7% | 3.6% | ? | -1.1%
CC(=O)Nc1ccc2c(c1)N(C(C)=O)c1ccccc1CC2 | -0.5% | -2.6% | i | -3.0% | -31.4% | -3.0% | 7.3% | -8.9% | -15.0%
c1ccc2c(c1)ncn2CCCOc1ccc2c(c1)CCC2 | 3.3% | -2.3% | i | -25.3% | -10.2% | -16.6% | 42.1%[activator] | ? | ?
COC(=O)c1c(NC(=O)CSc2nnc(-c3cccnc3)n2Cc2ccco2)sc(C)c1C | -0.2% | 2.8% | i | 0.1% | 5.8% | -16.2% | -8.9% | -30.8% | 432.1%[0.0737 µM]
O=C1CN(C(=O)c2ccccc2F)c2ccccc2N1 | -0.6% | 10.5% | i | 4.1% | -3.9% | 0.5% | 4.4% | -16.2% | -11.6%
Nc1nc(N)c2nc(CNc3ccc(C(=O)NC(CCC(=O)O)C(=O)O)cc3)cnc2n1 (configuration not stated) | · | · | · | · | 3.8% | -37.1% | 2.4% | · | 10.2%
CC(=O)c1ccc(NC(=O)CSc2cn(CC(=O)N(C(C)C)C(C)C)c3ccccc23)cc1 | 7.0% | · | · | -3.1% | ? | -7.5% | · | -1.3% | ·

# 2 entries picked at random from the list so far, as already listed:
SMILES | Nrf2 activator | EPAC2 antag | ATXN viability | A549 viability | TGFb SMAD3 inh | HepG2 viability | ATXN2 expr inh | Nrf2 block | MCF10A rerep
O=C1CN(C(=O)c2ccccc2F)c2ccccc2N1 | -0.6% | 10.5% | i | 4.1% | -3.9% | 0.5% | 4.4% | -16.2% | -11.6%
CCCS(=O)(=O)NC(=O)C1(C)CCCN(C(=O)c2nc3ccccc3s2)C1 (configuration not stated) | -0.4% | -8.1% | i | · | 12.9% | 6.0% | 6.6% | · | ·

# Additional compounds follow.
SMILES | Nrf2 activator | EPAC2 antag | ATXN viability | A549 viability | TGFb SMAD3 inh | HepG2 viability | ATXN2 expr inh | Nrf2 block | MCF10A rerep
CCOc1ccc(S(=O)(=O)N(C)c2ccc(OCC(=O)NCc3ccco3)cc2)cc1 | 12.6% | 7.1% | i | 5.3% | ? | -33.2% | -13.7% | 10.3% | ?
COc1cccc(C2c3[nH]c4ccccc4c3C[C@H]3C(=O)N(c4ccccc4C(=O)N4CCCC4C(=O)O)C(=O)N23)c1 (some centres not stated) | 0.2% | -18.0% | i | -0.2% | -6.2% | -4.8% | 6.4% | -2.1% | 11.3%
O=C(Cn1cnc2ccccc2c1=O)Nc1ccc2c(c1)CCC2 | 0.6% | 11.5% | i | -3.4% | 2.3% | -2.4% | 13.6% | 1.1% | 23.7%
Cc1cc(C)c(NC(=O)c2cc(S(=O)(=O)N3CCN(c4ccccc4F)CC3)ccc2F)c(C)c1 | 3.1% | · | i | 3.3% | -16.7% | -0.4% | 8.4% | · | ·
COC(=O)c1ccc(Oc2nc(Nc3ccc(C)c(C)c3)nc(N(C)C)n2)cc1 | -0.1% | -4.2% | i | -19.8% | ? | -13.2% | -28.8% | ? | 2.6%
CCn1c2ccccc2nc2cc3c(cc21)c(Cl)c(=O)c1ccccc13 | -5.5% | -5.0% | · | · | 17.8µM* | -119.4% | · | · | ·
Cc1c(C#N)c(NC(=O)C(C)C)n(Cc2ccccc2)c1C | -0.2% | 16.4% | i | 3.4% | 0.2% | 3.2% | -9.7%[11.3 µM] | 8.7% | 8.4%
O=C(NCc1ccc2c(c1)CCN2C(=O)c1ccc(F)cc1)c1ccco1 | -0.1% | · | · | 0.8% | -2.4% | -3.5% | · | · | ·
O=C(Cc1ccccc1[N+](=O)[O-])NCCCN1CCOCC1 | -0.8% | 9.5% | i | 6.4% | 7.0% | 3.7% | -6.1% | 3.7% | -8.1%
Cc1ccc(NC(=O)c2cc(S(=O)(=O)N3CCOCC3)cn2C)cc1Cl | 0.9% | 3.1% | i | 5.5% | -11.9% | -4.5% | -12.2% | -21.7% | -0.1%
Cc1ccc(S(=O)(=O)N2CCN(C(=O)Cc3sc(C)nc3-c3ccc(F)cc3)CC2)c(C)c1 | -0.3% | -2.1% | i | -6.4% | -22.0% | -23.7% | -0.4% | -29.3% | 5.9%
CCc1ccc2oc(=O)cc(CN3CCN(Cc4ccccc4)CC3)c2c1 | 0.7% | -3.3% | i | 15.6% | 11.0% | -1.2% | · | 1.4% | 3.9%
Cc1cc(C(=O)COC(=O)c2ccc[nH]c2=O)c(C)n1-c1ccc(Br)cc1 | -0.5% | 9.4% | i | -0.2% | -24.4% | -24.5% | 15.5% | 8.7% | -2.2%
COc1ccc([C@@H]2CC=C(C(=O)O)[C@H](c3ccc(Cl)cc3)N2S(=O)(=O)c2ccccc2C)cc1 | -0.4% | 7.4% | i | -9.6% | -1.6% | 3.8% | 5.6% | ? | 14.1%
CCOc1ccc(NC(=O)C(C)NS(=O)(=O)c2ccc(NC(C)=O)cc2)cc1 (configuration not stated) | -0.7% | 1.4% | i | -10.3% | -1.5% | -2.2% | -10.2% | 3.5% | -7.1%
COc1cc(OC)cc(OC(=O)c2cccc(S(=O)(=O)N3CCN(C)CC3)c2)c1 | -0.2% | -3.7% | · | 5.6% | 0.0% | -0.7% | 0.2% | 0.8% | ?
O=C(NC1CCSc2ccccc21)c1c(F)cccc1Cl (configuration not stated) | 0.0% | 6.5% | i | 12.5% | -3.7% | -9.8% | -13.0% | 1.9% | -1.3%

# Results in Nrf2 block and ATXN2 expr inh, for two of the compounds above:
SMILES,Nrf2 block,ATXN2 expr inh
COc1cccc(C2c3[nH]c4ccccc4c3C[C@H]3C(=O)N(c4ccccc4C(=O)N4CCCC4C(=O)O)C(=O)N23)c1 (some centres not stated),-2.1%,6.4%
O=C(Cn1cnc2ccccc2c1=O)Nc1ccc2c(c1)CCC2,1.1%,13.6%
